DAX1 inh-1 – DAX1 (NR0B1) inhibitors, primary screen, cell-based, HEK293, Gal4-DAX1, luciferase luminescence | Nuclear receptor subfamily 0 group B member 1 (Homo sapiens), P51843 | HEK293 Gal4-DAX1 luciferase reporter | inhibition, % at 6.75 µM | actives 0.99% (n = 340,000) | AID 504766, 2011;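 active = inhibition above the mean over all tested compounds plus 3 SD, cut at about 4.2% in these data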;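 note: 0% = DAX1-transfected cells with DMSO and 100% = empty-vector control cells with DMSO; inhibition shows as a rise in luminescence from relieved DAX1 repression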
Target sequence (P51843 207-470 limits assumed): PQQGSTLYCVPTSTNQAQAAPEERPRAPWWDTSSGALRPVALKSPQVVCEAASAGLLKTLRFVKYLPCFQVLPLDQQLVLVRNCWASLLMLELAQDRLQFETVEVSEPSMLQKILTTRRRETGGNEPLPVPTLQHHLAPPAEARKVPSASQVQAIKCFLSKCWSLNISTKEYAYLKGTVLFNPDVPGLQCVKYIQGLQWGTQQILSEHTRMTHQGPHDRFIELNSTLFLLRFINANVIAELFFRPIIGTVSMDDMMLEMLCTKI
hcDAF-12 act – H. contortus DAF-12 nuclear receptor activators, primary screen, cell-based, luminescence, HEK293, lit1-tk-luc reporter. HEK293 hcDAF-12 lit1-tk-luc reporter; 0% DMSO, 100% Δ7-dafachronic acid. AID 652067, 2013. actives 1.4% (n = 370,000). activation, % at 6.8 µM;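 active = activation above the mean of all tested compounds plus 3 SD, cut at about 5.5% in these data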;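 note: 100% = response to 3 µM Δ7-dafachronic acid high control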
ADAM17 inh – ADAM17 inhibitors, primary screen, biochemical, QFRET. Disintegrin and metalloproteinase domain-containing protein 17 (Homo sapiens), P78536. inhibition, % at 6.95 µM. actives 0.83% (n = 370,000). recombinant ADAM17, EDANS/DABCYL FRET peptide cleavage;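 active = inhibition above the mean of compounds lying between control limits plus 3 SD, set per campaign, cut at about 8.5% in these data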;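 note: 0% = DMSO-only wells as the low control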
DAX1 inh-2 – DAX1 (NR0B1) inhibitors on StAR promoter, primary screen, cell-based, luminescence, SF-1 (NR5A1), full-length DAX-1; actives 1.1% (n = 370,000); HEK293T StAR-luciferase reporter, SF-1/DAX-1 repression relief; inhibition, % at 6.8 µM; AID 652010, 2013;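 active = inhibition above the mean over all tested compounds plus 3 SD, cut at about 3.6% in these data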;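 note: 0% = DAX-1 cells with DMSO and 100% = cells lacking DAX-1 with DMSO; higher inhibition means more luminescence from relief of DAX-1 repression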
hgDAF12 agonist – H. glycines DAF-12 receptor agonists, primary screen, cell-based, luminescence, HEK293, GAL4 fusion, UAS-luciferase; Nuclear hormone receptor DAF-12 (Heterodera glycines), GAL4 fusion; AID 687014, 2013; actives 1.8% (n = 370,000); activation, % at 6.8 µM; HEK293 GAL4-hgDAF12 UAS-luciferase reporter, agonist luminescence; normalized to butyrate control;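 active = activation above a cutoff set at the mean of all screened compounds plus 3 SD, cut at about 10% in these data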;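 note: 0% = DMSO wells and 100% = sodium butyrate wells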
sPLA2-III inh – human group III sPLA2 inhibitors, primary screen, biochemical, QFRET, BODIPY PC-A2 liposome substrate | Group 3 secretory phospholipase A2 (Homo sapiens), Q9NZ20 | QFRET BODIPY PC-A2 liposome hydrolysis, fluorescence | inhibition, % at 12.2 µM | actives 0.56% (n = 370,000);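 active = inhibition above mean plus 3 SD of compounds lying within the high and low control bounds, cut at about 19% in these data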;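 note: 0% = median of test compound wells and 100% = no enzyme DMSO wells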
Target sequence (Q9NZ20 whole entry, looked up): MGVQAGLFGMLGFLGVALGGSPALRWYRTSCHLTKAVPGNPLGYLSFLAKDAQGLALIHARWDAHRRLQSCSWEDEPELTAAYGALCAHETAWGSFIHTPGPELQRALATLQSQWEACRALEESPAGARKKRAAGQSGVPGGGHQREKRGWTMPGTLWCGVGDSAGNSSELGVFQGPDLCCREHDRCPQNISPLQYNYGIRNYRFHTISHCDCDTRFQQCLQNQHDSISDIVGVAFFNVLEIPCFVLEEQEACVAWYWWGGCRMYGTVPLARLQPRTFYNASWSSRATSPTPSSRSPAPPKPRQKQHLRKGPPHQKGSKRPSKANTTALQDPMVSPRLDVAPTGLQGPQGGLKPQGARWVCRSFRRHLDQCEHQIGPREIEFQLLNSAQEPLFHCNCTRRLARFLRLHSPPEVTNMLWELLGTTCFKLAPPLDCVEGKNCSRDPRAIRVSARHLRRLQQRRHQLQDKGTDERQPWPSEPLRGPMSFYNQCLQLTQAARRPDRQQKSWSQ
ssDAF-12 act – S. stercoralis DAF-12 nuclear receptor activators, primary screen, cell-based, luminescence, HEK293, GRIP1 co-expression, lit1-tk-luc; actives 1% (n = 370,000); HEK293 ssDAF-12/GRIP1 lit1-tk-luc reporter; % of 3 µM dafachronic acid response; activation, % at 6.8 µM;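 active = activation above the mean over all tested compounds plus 3 SD, cut at about 0.9% in these data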;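 note: 0% = DMSO-only wells and 100% = 3 µM delta7-dafachronic acid wells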
FXN GAA850 act – FXN promoter activators, primary screen, cell-based, luciferase luminescence, HEK293 lucGAA850; HEK293 lucGAA850 FXN promoter luciferase reporter, 24 h; percent of 10 µM SAHA response; activation, % at 6 µM; actives 0.56% (n = 360,000); AID 540364, 2011;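 active = activation above the average of all compounds screened plus 3 SD, cutoff fixed separately per campaign, cut at about 7.5% in these data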;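 note: 0% = DMSO wells and 100% = 10 µM SAHA wells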
PLCb3 inh – human PLC-beta3 inhibitors, primary screen, biochemical, fluorescence; Purified PLC-beta3, fluorogenic substrate; inhibition, % at 12.2 µM; actives 0.18% (n = 370,000); AID 720704, 2013; in the data active = inhibition above about 11%;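 note: 0% = median of compound wells on plate and 100% = full blocker control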
PLC-gamma1 inh – PLC-gamma1 enzyme inhibitors, primary screen, biochemical, fluorescence, purified enzyme; 1-phosphatidylinositol 4,5-bisphosphate phosphodiesterase gamma-1 (Homo sapiens), P19174; fluorogenic substrate; inhibition, % at 12.2 µM; actives 0.84% (n = 370,000); AID 720700, 2013; in the data active = inhibition above about 9.5%
ADAM10 inh – human ADAM10 inhibitors, primary screen, biochemical, QFRET, HTS; actives 0.62% (n = 370,000); inhibition, % at 7 µM; Disintegrin and metalloproteinase domain-containing protein 10 (Homo sapiens), O14672; recombinant ADAM10, EDANS/DABCYL FRET peptide cleavage, 3 h;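 active = inhibition above a per-campaign cutoff equal to the mean of compounds falling between control-based bounds plus 3 SD, cut at about 20% in these data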;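 note: 0% = DMSO wells while the 100% control is not disclosed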
* marks the source's active call; other numbers are inactive results; i = inactive; . = no result given.

SMILES | DAX1 inh-1 | hcDAF-12 act | ADAM17 inh | DAX1 inh-2 | hgDAF12 agonist | sPLA2-III inh | ssDAF-12 act | FXN GAA850 act | PLCb3 inh | PLC-gamma1 inh | ADAM10 inh
Cn1c(CN2CCCC2)nc2cc(NC(=O)COc3ccccc3)ccc21 | -0.3 | -1.1 | -10 | 0.3 | 2.4 | 6 | -0.7 | 4.9 | -24 | -23 | -12
CCCCc1ccc(NC(=S)NCC2CCCO2)cc1 (stereo unspecified) | 0.7 | 1.9 | 0 | -0.5 | 4.5 | 9 | -1.4 | 2.0 | 3 | 3 | 3
CC(=O)NC1CCC(=O)C=C1c1ccccc1 (stereo unspecified) | 0.3 | -0.6 | 0 | -0.2 | 0.6 | 3 | -0.4 | 0.8 | 2 | 3 | -6
O=C(O)c1ccccc1-c1ccccc1C(=O)NCCc1ccccc1 | -0.5 | -1.1 | 2 | 0.5 | -0.7 | 2 | -0.6 | 0.8 | -4 | 3 | 5
Cn1c(SCC(=O)c2ccccc2)nnc1-c1cnccn1 | 2.9 | 0.7 | -5 | 0.7 | 6.4 | -6 | -1.1 | 3.4 | -1 | -1 | -2
Cc1nnc2ccc(N3CCN(c4cccc(C(F)(F)F)c4)CC3)nn12 | 0.4 | -1.5 | 1 | -0.6 | -1.4 | -3 | -1.2 | 1.2 | 3 | 1 | 0
N#CCC(=O)Nc1ccc(C(=O)OCC(=O)c2c[nH]c3ccccc23)cc1 | -1.1 | 2.9 | -6 | -0.6 | -1.7 | -84 | -0.4 | -0.2 | -14 | -5 | -4
CN1C(=O)C(CC(=O)Nc2ccccc2)S/C1=N/c1nccs1 (stereo unspecified) | 0.7 | 0.9 | -4 | -0.1 | -0.1 | -14 | -1.3 | 0.0 | 1 | 2 | 8
CN(C(=O)COc1ccc(C(C)(C)C)cc1)C1CCS(=O)(=O)C1 (stereo unspecified) | 0.5 | -1.1 | -1 | -0.2 | -0.3 | 1 | -1.3 | -1.7 | 1 | 0 | -1
COc1cccc(Cn2cnc(-c3ccccc3OC)c2-c2cc(C)cc(C)c2)c1 | . | -1.2 | 3 | -0.9 | -0.6 | -6 | -1.2 | . | -5 | -3 | -1
CC(C)C(=O)Nc1ncc(Cc2ccc(Cl)cc2)s1 | 0.7 | 0.0 | 4 | 0.4 | 1.1 | 2 | -1.8 | 4.9 | 4 | 3 | 6
CNC(=O)c1ccc(NC(=O)c2cccc(C(F)(F)F)c2)cc1 | -0.8 | -2.6 | 1 | -0.1 | 0.0 | 4 | -1.5 | 4.2 | 6 | 14* | -4
Cc1cc(C(=O)NCCN2CCOCC2)c2ccccc2n1 | -0.4 | 0.3 | -3 | 0.4 | 0.8 | 3 | -1.8 | 0.0 | -5 | -1 | -10
Cc1cc(C)cc(N(CC(=O)NCC2CCCO2)S(=O)(=O)c2c(C)noc2C)c1 (stereo unspecified) | -0.1 | -1.7 | 1 | 0.4 | -0.5 | 8 | -1.7 | 1.3 | 1 | 0 | -12
O=C(O)C1CCN(C(=O)CSc2nc3cc(Cl)ccc3c(=O)n2Cc2ccccc2)CC1 | -0.2 | -1.7 | -1 | -0.3 | -1.2 | -4 | -1.1 | -0.1 | -6 | 0 | -3
CCn1nc(C)cc1C(=O)N1CCCC(C(=O)c2ccc(OC)cc2C)C1 (stereo unspecified) | -0.1 | -2.0 | 0 | -0.2 | -3.2 | 7 | -1.4 | 0.8 | -8 | 0 | 2
O=C(CSc1cn(CCNC(=O)c2ccccc2)c2ccccc12)NCC1CCCO1 (stereo unspecified) | -0.2 | 2.2 | -2 | -3.2 | -0.8 | 6 | -0.8 | 0.0 | -5 | 2 | -9
C=CCn1c(Cc2ccc(OC)cc2)nnc1SCC(=O)NCCc1ccccc1 | -0.8 | -0.3 | 3 | -0.3 | -2.4 | 1 | -1.1 | -2.8 | 4 | 7 | 6
CC1(C)CC(=O)CC(C)(C)N1OC(=O)c1ccco1 | -0.4 | -0.5 | 2 | 0.1 | 0.2 | 8 | -0.9 | 0.5 | 6 | 7 | 7
COc1ccc2nc(-c3ccc(CN4CCC(c5nc6ccccc6[nH]5)CC4)cc3)c(-c3ccccc3)nc2c1 | . | -2.8 | -68 | -2.8 | -0.8 | -9 | -2.1 | . | -58 | -49 | -289
CN1CCN(S(=O)(=O)c2cc([N+](=O)[O-])ccc2N/N=C/c2ccc(Cl)cc2)CC1 | 0.0 | -2.8 | 0 | -0.1 | -0.7 | -4 | -1.1 | 1.1 | 5 | 2 | 7
CN(Cc1ccc2nonc2c1)Cc1nc(Cc2cccc(F)c2)no1 | -1.6 | -1.3 | 3 | -0.5 | -0.3 | -2 | -1.6 | -0.2 | 1 | -1 | 0
CC(=O)Nc1sc2c(c1C(c1ccc(Cl)cc1)N1CCOCC1)CCCC2 (stereo unspecified) | 1.1 | 2.3 | -2 | -0.1 | -3.0 | 1 | -1.5 | 1.9 | 2 | 3 | 4
Cc1cc(SCC(=O)OCC(=O)N(C)c2ccccc2)nc2ccccc12 | -0.1 | -0.3 | 0 | 0.0 | 1.1 | -6 | 0.3 | 1.1 | -6 | -6 | -3
CC1CC(C)CN(S(=O)(=O)c2ccc3c(c2)NC(=O)C(C)C(=O)N3)C1 (stereo unspecified) | 0.6 | 2.0 | 4 | 1.6 | 0.0 | 0 | -0.7 | 0.4 | 3 | 1 | -6
CC(=O)Oc1ccc2cc(-c3cccnc3)c(=O)oc2c1 | -1.5 | -1.1 | i | 0.1 | 3.6 | 6 | -1.3 | 2.0 | i | i | i
CC1(c2cccc(Br)c2)NC(=O)N(CC(=O)Nc2ccc3c(c2)OCO3)C1=O (stereo unspecified) | -0.4 | 0.3 | 2 | -0.5 | -3.6 | -11 | -0.8 | 0.4 | -6 | -2 | 5
COCCN1Cc2cccc(C(=O)NC(C)CCc3ccco3)c2C1=O (stereo unspecified) | -0.3 | -0.6 | -3 | -0.2 | -1.8 | 4 | -1.2 | 1.0 | -2 | 1 | 10
CCN1C(=O)/C(=c2\o/c(=C3\C=Cc4ccccc4N3CC)c(=O)n2CC)SC1=S | 0.2 | -1.4 | 2 | -0.8 | 1.6 | 2 | -1.5 | -1.4 | 5 | 2 | -4
COc1ccc(N(CC(=O)NC(C)(C)C)C(=O)CCC(=O)Nc2nccs2)cc1 | -0.1 | -0.4 | -4 | -0.2 | 0.6 | 4 | -0.3 | 1.4 | -6 | 0 | 5

A different layout for some results above:
| canonical_smiles | DAX1 inh-1 | hcDAF-12 act | ADAM17 inh | DAX1 inh-2 | hgDAF12 agonist | sPLA2-III inh | ssDAF-12 act | FXN GAA850 act | PLCb3 inh | PLC-gamma1 inh | ADAM10 inh |
| --- | --- | --- | --- | --- | --- | --- | --- | --- | --- | --- | --- |
| CC(=O)Nc1sc2c(c1C(c1ccc(Cl)cc1)N1CCOCC1)CCCC2 (stereo unspecified) | 1.1 | 2.3 | -2 | -0.1 | -3.0 | 1 | -1.5 | 1.9 | 2 | 3 | 4 |
| Cc1cc(SCC(=O)OCC(=O)N(C)c2ccccc2)nc2ccccc12 | -0.1 | -0.3 | 0 | 0.0 | 1.1 | -6 | 0.3 | 1.1 | -6 | -6 | -3 |

Next part
SMILES | DAX1 inh-1 | hcDAF-12 act | ADAM17 inh | DAX1 inh-2 | hgDAF12 agonist | sPLA2-III inh | ssDAF-12 act | FXN GAA850 act | PLCb3 inh | PLC-gamma1 inh | ADAM10 inh
CC1(C)CC(=O)C=C(c2n[nH]nc2-c2ccc(F)c(F)c2)C1 | 1.2 | 1.5 | -1 | -0.6 | -0.5 | -11 | -1.1 | 1.9 | -19 | -12 | -9
OC[C@@H]1CN(Cc2ccc3c(c2)OCO3)C[C@H](n2cnc3c(N4CCOCC4)ncnc32)O1 | . | -1.0 | -1 | -0.1 | -3.1 | 15 | -0.3 | 2.4 | 1 | 4 | -13
Nc1nnnn1/N=C/c1ccccc1OCc1ccccc1 | -0.5 | -2.2 | -12 | -0.9 | -4.2 | -3 | -1.6 | 4.6 | -8 | -6 | -20
N#CCCN(CCC#N)C(=S)NC1CC2C=CC1C2 (stereo unspecified) | 0.7 | -0.2 | -1 | 0.6 | -0.2 | 1 | -1.0 | 1.2 | -4 | -2 | 4
C[C@H](CO)N1C[C@H](C)[C@@H](CN(C)C(=O)Nc2ccccc2)Oc2ccc(NS(=O)(=O)c3cn(C)cn3)cc2C1=O | 2.9 | -1.1 | -3 | 0.0 | 0.8 | 2 | -0.6 | 0.5 | -2 | -1 | -6
CN(C)S(=O)(=O)c1ccc(Cl)c(NC(=O)CN2CCCCCC2)c1 | -1.5 | -2.7 | 0 | -0.7 | 0.3 | -10 | -1.6 | 3.2 | -4 | 3 | 2
CCc1ccc([C@H]2C(C(=O)O)=C[C@@H](CC)N2S(=O)(=O)c2ccc(C)cc2)cc1 | 4.0 | 0.9 | -7 | -0.1 | -0.7 | -1 | -0.7 | -0.2 | -5 | -3 | -64
COc1ccccc1C(=O)Nc1ccc2c(c1)nc(CN1CCN(C(C)=O)CC1)n2C | 0.7 | 1.5 | -1 | 0.2 | -0.2 | 0 | -2.1 | 4.8 | -10 | -10 | 1
COc1ccc(C(CC(=O)N2CCOCC2)c2c(OC)cc(OC)c3ccc(=O)oc23)cc1 (stereo unspecified) | -0.1 | -0.1 | -57 | -0.4 | -0.3 | -2 | -1.4 | -0.6 | i | -346 | -235
O=C(COc1coc(CN2CCN(c3ccccc3)CC2)cc1=O)Nc1ccc(F)cc1 | -0.5 | 0.2 | -4 | -0.8 | 0.0 | 0 | -1.2 | 1.6 | 3 | 0 | -4
O=C(NCCc1ccc(Cl)cc1)C1CCC(=O)N1Cc1ccccc1Cl (stereo unspecified) | -0.9 | -2.8 | -5 | 0.3 | 1.0 | 2 | -1.7 | -1.7 | 0 | 4 | -1
O=C(NC1CC1)c1ccccc1 | 3.2 | -0.4 | -5 | -0.5 | -1.1 | 15 | -0.8 | 1.6 | -9 | 1 | -16
O=C(/C=C/Nc1ccc(F)cc1)c1ccc(Br)cc1 | 2.4 | 2.8 | 0 | 3.1 | 11* | -11 | 0.2 | 6.1 | -28 | -31 | -14
CNC(=S)NCc1ccc2[nH]c(C)cc2c1 | 0.3 | -1.4 | -4 | 0.3 | -1.5 | 1 | -1.8 | -0.6 | -6 | 0 | -11

Source: PubChem BioAssay
